Assay outcomes: PubChem BioAssay, several laboratories
Bcl-xL primary = Bcl-xL (human) inhibition | GST-Bcl-xL / FITC-Bim BH3 peptide fluorescence polarization | inhibition, % at 10.9 µM | AID 2129 | actives 0.7% (n = 320,000);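 active = inhibition above the mean of all tested compounds plus 3 SD, cutoff set per campaign, cut at about 30% in these data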;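 note: 0% = DMSO wells and 100% = unlabeled Bim-BH3 peptide competitor; inhibitors lower millipolarization by displacing the labeled peptide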
Target sequence (Q07817 whole entry, looked up): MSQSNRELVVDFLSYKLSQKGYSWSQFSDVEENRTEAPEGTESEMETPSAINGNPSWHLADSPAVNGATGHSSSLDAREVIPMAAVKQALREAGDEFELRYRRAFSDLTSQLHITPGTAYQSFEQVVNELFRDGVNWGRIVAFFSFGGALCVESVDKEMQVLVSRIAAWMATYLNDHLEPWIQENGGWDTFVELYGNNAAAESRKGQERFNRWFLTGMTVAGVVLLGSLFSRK
GRK2 aptamer HTS = human GRK2 inhibition via aptamer displacement. P25098. bead flow cytometry, FAM-aptamer displacement from GRK2. inhibition of aptamer binding, % at 10 µM. actives 0.59% (n = 330,000);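 active = inhibition of aptamer binding above 40%, roughly 3 SD of noise, on plates passing a quality check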;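 note: median bead fluorescence of bound FAM aptamer so fluorescent compounds give negative values; no value below 0 was filed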
CR mimetic SO = caloric restriction mimetics inhibiting age-related superoxide in yeast | S. cerevisiae aged cells, superoxide DHE fluorescence; active compounds read low | superoxide response (% of plate mean), % at 10 µM | actives 0.18% (n = 330,000);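 active = superoxide response under a set limit, about three screen SD below normal, cut at about 65% in these data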;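 note: yeast aged for seven days with compound at 30 °C before DHE staining; 100% = average MFI of all compound-treated wells on the plate with controls excluded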
MEX-5 binding = C. elegans MEX-5 TCR-2 RNA binding activity; Q9XUB2; MEX-5/FITC-TCR2 RNA binding, fluorescence polarization; active compounds read low; activity score (negative = inhibition of binding), % at 10 µM; actives 0.38% (n = 300,000); AID 1832;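 active = inhibition past about -25% in most replicates, and total fluorescence under double the plate's negative control median, limit read from the data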;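 note: 0% = DMSO and -100% = 5 µM competing unlabeled TCR2 RNA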
Target sequence (Q9XUB2 whole entry, looked up): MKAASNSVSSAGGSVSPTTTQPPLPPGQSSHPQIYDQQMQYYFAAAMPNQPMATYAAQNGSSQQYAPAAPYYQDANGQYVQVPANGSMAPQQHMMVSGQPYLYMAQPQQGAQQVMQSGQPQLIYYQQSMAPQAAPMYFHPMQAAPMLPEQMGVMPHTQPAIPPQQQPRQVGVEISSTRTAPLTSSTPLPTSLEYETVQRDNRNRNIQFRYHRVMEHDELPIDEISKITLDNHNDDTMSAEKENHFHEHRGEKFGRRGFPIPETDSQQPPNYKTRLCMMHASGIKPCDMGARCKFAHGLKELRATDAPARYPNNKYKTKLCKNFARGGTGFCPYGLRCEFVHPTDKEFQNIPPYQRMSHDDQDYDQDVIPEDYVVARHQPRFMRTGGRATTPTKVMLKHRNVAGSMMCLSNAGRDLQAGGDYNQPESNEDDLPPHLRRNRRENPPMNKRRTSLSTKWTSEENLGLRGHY
MCL1 BIM primary = MCL1-BIM-BH3 interaction inhibition (human). Q07820. GST-MCL1 / FITC-Bim-BH3 fluorescence polarization. inhibition, % at 10.9 µM. actives 0.68% (n = 320,000). AID 2057;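 active = inhibition above the mean inhibition of all tested compounds plus 3 SD, set per campaign, cut at about 40% in these data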;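 note: 0% = DMSO wells and 100% = unlabeled Bim-BH3 peptide control; higher means more loss of mP so more displacement of Bim peptide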
Target sequence (Q07820 whole entry, looked up): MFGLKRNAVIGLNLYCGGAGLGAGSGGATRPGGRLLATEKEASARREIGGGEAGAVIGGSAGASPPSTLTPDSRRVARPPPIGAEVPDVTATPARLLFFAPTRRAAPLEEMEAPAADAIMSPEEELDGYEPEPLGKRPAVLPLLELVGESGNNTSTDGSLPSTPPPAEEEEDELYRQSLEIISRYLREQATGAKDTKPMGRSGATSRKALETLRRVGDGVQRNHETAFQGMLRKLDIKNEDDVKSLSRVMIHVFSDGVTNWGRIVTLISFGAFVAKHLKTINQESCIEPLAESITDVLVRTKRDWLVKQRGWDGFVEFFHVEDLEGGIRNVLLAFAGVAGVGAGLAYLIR
VLA-4 inh = inhibition in a human VLA-4 binding assay. VLA-4 expressing cells, ligand binding flow cytometry. actives 0.2% (n = 330,000). P13612. inhibition, % (about 7 µM as worked out from the volumes in the protocol); in the data active = inhibition above about 50%
AGP1-GFP MLPCN = modulators of TOR pathway AGP1-GFP in S. cerevisiae. S. cerevisiae AGP1-GFP multiplex flow cytometry, 3 h; GFP as percent of DMSO wells. GFP response vs DMSO, % at 10 µM. actives 0.02% (n = 320,000). AID 2066;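 active = GFP response relative to DMSO above a set limit, near screen average plus 3 SD, cut at about 150% in these data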;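 note: median GFP channel fluorescence of the gated AGP1 strain per well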
CIT2 TOR yeast = alters CIT2-GFP fluorescence in TOR pathway yeast screen | S. cerevisiae CIT2-GFP strain, flow cytometry, 3 h; 100 means same as DMSO wells | GFP response vs DMSO, % at 10 µM | actives 0.065% (n = 320,000) | AID 2029;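 active = GFP response relative to DMSO above a set limit, near the screen mean plus 3 SD, cut at about 150% in these data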;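 note: ratio of well median GFP fluorescence to mean of DMSO wells on the plate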
GLD-1 TGE inh = GLD-1-TGE RNA interaction inhibition (C. elegans) | inhibition, % at 5.96 µM | actives 0.44% (n = 320,000) | Q17339 | purified GLD-1 + fluorescein TGE RNA, fluorescence polarization;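 active = percent inhibition above a per-plate cutoff, the plate mean of test compounds plus 3 SD, cut at about 30% in these data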;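 note: 0% = DMSO wells with GLD-1 and probe and 100% = wells lacking GLD-1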
* = called active by the depositor; . = not tested or not shown.

[1] CN1c2ccccc2Sc2cc(N)ccc21
[2] O=C(O)CC/C(=N/Nc1ncc(C(F)(F)F)cc1Cl)C(=O)O
[3] Cn1c(COc2ccc([N+](=O)[O-])cc2)nnc1SCC(=O)NCC1CCCO1 (centres undefined)
[4] O=S(=O)(/C(=C/c1ccc(C(F)(F)F)cc1)c1nc2ccccc2[nH]1)c1ccccc1
[5] Cc1ccccc1C(=O)Nc1ccnn1C1CCN(Cc2ccc(CO)o2)CC1
[6] COc1ccc(-c2n[nH]c(=S)n2Cc2ccccc2)cc1
[7] CCN=C1S/C(=C/c2ccc(-c3ccc(F)cc3)o2)C(=O)N1CC
[8] CCOC(=O)c1cnc(SCC(=O)Nc2nc(C)c(C)s2)nc1N

Compound	1	2	3	4	5	6	7	8
Bcl-xL primary	9	3	0	1	2	-14	7	0
GRK2 aptamer HTS	0	2	2	1	0	2	3	1
CR mimetic SO	78	98	93	113	92	105	77	99
MEX-5 binding	0.8	2.5	0.1	1.7	-3.2	2.6	2.1	-2.4
MCL1 BIM primary	11	2	0	6	3	-7	7	3
VLA-4 inh	-1	21	28	31	25	1	-27	-3
AGP1-GFP MLPCN	95	100	111	94	99	102	92	100
CIT2 TOR yeast	96	105	106	92	102	103	107	90
GLD-1 TGE inh	-1	2	4	10	-2	-2	0	-3

Screen by screen, as entered above.
Compounds 1 to 8 in AGP1-GFP MLPCN read 95, 100, 111, 94, 99, 102, 92, 100

Later entries
[9] O=C(NC1CCCC1)C(c1ccccn1)N(C(=O)c1csnn1)c1ccc(F)cc1 (centres undefined)
[10] COc1ccc(-c2csc(NC(=O)C3COc4ccccc4O3)n2)cc1OC (centres undefined)
[11] O=C(NC(=S)N1CCCCCC1)c1ccccc1Cl
[12] O=C(COC(=O)c1ccccc1NCCO)Nc1cc(C(F)(F)F)ccc1N1CCOCC1
[13] COc1ccc(S(=O)(=O)Oc2c(OC)cc(C(=S)N3CCOCC3)cc2OC)cc1
[14] Cc1ccc(NC(=O)Cc2nnc(SCC(=O)NC3CCCC3)n2C)cc1
[15] O=[N+]([O-])c1c(Nc2ccc(O)cc2)cc(Cl)c2nonc12
[16] O=C(CCc1ccccc1)OCCOC(=O)CCc1ccccc1

Compound	9	10	11	12	13	14	15	16
Bcl-xL primary	6	5	6	6	8	-2	16	4
GRK2 aptamer HTS	2	1	2	0	2	1	1	4
CR mimetic SO	86	99	95	106	99	88	121	90
MEX-5 binding	-1.9	2.5	-1.2	0.5	-1.7	0.4	-7.9	-0.2
MCL1 BIM primary	6	5	4	5	1	-2	20	6
VLA-4 inh	-28	-10	46	1	3	-2	27	-5
AGP1-GFP MLPCN	99	88	97	97	109	100	90	102
CIT2 TOR yeast	96	94	89	103	119	103	96	97
GLD-1 TGE inh	-1	-2	-2	7	-5	1	-2	-4

The closing 4 compounds of the part before open the next one:
[13] COc1ccc(S(=O)(=O)Oc2c(OC)cc(C(=S)N3CCOCC3)cc2OC)cc1
[14] Cc1ccc(NC(=O)Cc2nnc(SCC(=O)NC3CCCC3)n2C)cc1
[15] O=[N+]([O-])c1c(Nc2ccc(O)cc2)cc(Cl)c2nonc12
[16] O=C(CCc1ccccc1)OCCOC(=O)CCc1ccccc1
[17] CCn1cc(C2C(C(=O)Nc3cc(C)ccn3)=C(C)NC3=C2C(=O)CC(C)(C)C3)c(C)n1 (centres undefined)
[18] Cc1c(-c2c(C#N)c(N)nc3c2CCCCCC3)cnn1C
[19] N#CC1(C#N)[C@@H](C(=O)C23CC4CC(CC(C4)C2)C3)C12CCOCC2
[20] COc1cc([C@@H]2CC=C(C(=O)O)CN2S(=O)(=O)c2ccc(C)cc2)cc(OC)c1OC
[21] COc1ccc(C(=O)OCC(=O)c2ccc3c(c2)NC(=O)CO3)cc1[N+](=O)[O-]
[22] O=C(/C=C/c1ccc(F)cc1)c1ccccc1Br
[23] COc1ccc(C(=O)Nc2cccc(S(=O)(=O)NC3=NCCC3)c2)cc1OC
[24] CN=c1scc(C)n1/N=C/c1ccc(O)c(O)c1O

Compound	13	14	15	16	17	18	19	20	21	22	23	24
Bcl-xL primary	8	-2	16	4	2	2	2	8	.	1	.	22
GRK2 aptamer HTS	2	1	1	4	1	0	10	0	0	0	1	21
CR mimetic SO	99	88	121	90	104	93	90	98	107	80	119	99
MEX-5 binding	-1.7	0.4	-7.9	-0.2	0.9	2.6	-1.9	.	.	-0.7	.	-32*
MCL1 BIM primary	1	-2	20	6	2	-2	3	3	.	4	.	58*
VLA-4 inh	3	-2	27	-5	-5	9	25	7	0	-11	6	-3
AGP1-GFP MLPCN	109	100	90	102	99	106	96	99	114	84	97	114
CIT2 TOR yeast	119	103	96	97	104	95	97	88	106	72	93	101
GLD-1 TGE inh	-5	1	-2	-4	-7	-2	-6	9	1	5	4	18

[25] O=S(=O)(Nc1ccc(-c2cnco2)cc1)c1ccccc1
[26] O=C(COc1ccccc1)Nc1ccc2c(c1)nc1n2CCOC1
[27] Fc1ccc2cc(-c3ccsc3)ncc2c1
[28] CC(=O)NCC1COc2ccccc2O1 (centres undefined)
[29] COc1ccc(/C(N)=N/OC(=O)Cc2ccccc2)cc1
[30] COc1ccc(-c2cc(CC3(C(=O)O)CCN(C(=O)OC(C)(C)C)CC3)on2)c(OC)c1
[31] CCC(=O)N1CCN(c2ccc(Cl)cc2NC(=O)c2ccc([N+](=O)[O-])o2)CC1
[32] CC(C)c1ccc(C2c3[nH]c4ccccc4c3C[C@H]3C(=O)N(c4ccccc4C(=O)N4CCC[C@H]4C(=O)O)C(=O)N23)cc1 (some centres undefined)

Compound	25	26	27	28	29	30	31	32
Bcl-xL primary	31*	-3	.	-9	5	0	5	18
GRK2 aptamer HTS	1	4	10	2	0	0	2	0
CR mimetic SO	89	96	77	102	97	101	101	114
MEX-5 binding	-1.9	-0.7	.	1.2	-3.8	1.1	2.3	-1.4
MCL1 BIM primary	22	-5	.	-6	3	-2	11	8
VLA-4 inh	-4	3	14	8	8	5	9	-18
AGP1-GFP MLPCN	102	99	88	95	88	87	84	95
CIT2 TOR yeast	88	98	81	99	88	86	79	93
GLD-1 TGE inh	10	-2	5	-7	-3	1	-1	15

[33] CCO[C@H]1OC(C(=O)NCc2ccccc2)=C[C@@H](C2CC2)[C@@H]1CCCO
[34] Cc1ccc(CNC(=O)CN(c2ccc(C)cc2)S(=O)(=O)c2c(C)n[nH]c2C)cc1
[35] CCN1CCN(CCNC(=O)Cn2c(=O)c3cccn3c3ccc(F)cc32)CC1
[36] Cn1cc(/C=N/Nc2ccccc2)c2ccccc21
[37] CC(=O)Nc1ccccc1OCc1nnc(-c2ccc(Cl)cc2)o1
[38] O=C(Nc1ccc2c(c1)OCO2)O[C@@H]1C[C@H]2CCC(=O)N3CC[C@@H](C1)[C@@H]23
[39] CCCCN(CCCC)C(=O)C1CC=CCC1C(=O)O (centres undefined)
[40] O=C(CNc1ccc2ccccc2c1)N/N=C/c1ccc(C(=O)O)cc1

Compound	33	34	35	36	37	38	39	40
Bcl-xL primary	4	3	-5	14	-2	2	4	4
GRK2 aptamer HTS	0	0	0	0	0	0	0	4
CR mimetic SO	104	89	102	85	107	86	100	104
MEX-5 binding	1.6	2.7	-1.1	-2.8	1.0	0.8	0.8	-0.4
MCL1 BIM primary	3	3	-8	7	1	-2	-5	8
VLA-4 inh	8	3	-9	17	0	23	2	2
AGP1-GFP MLPCN	108	105	100	97	111	91	102	104
CIT2 TOR yeast	102	100	100	104	118	103	95	103
GLD-1 TGE inh	19	-2	-4	8	-2	6	-4	3

[41] COCCN1C(=O)C(O)=C(C(=O)c2cccs2)C1c1ccccc1 (centres undefined)
[42] COc1ccc(S(=O)(=O)Nc2ccccc2N2CCOCC2)cc1OC
[43] CCOC(=O)CCSCC(=O)Nc1nnc(C)s1
[44] Cn1c(-c2ccccc2)cc(=O)c2ccccc21
[45] CCCN1CNC(=S)N(c2cccc(C)c2C)C1
[46] Cc1cc([N+](=O)[O-])c(C(C)(C)C)cc1N
[47] CCOc1ccc(NC(=O)CSc2n[nH]c(N)n2)c([N+](=O)[O-])c1
[48] Cc1ccc(C(=O)NNC(=O)c2cc3cc4ccccc4nc3s2)cc1

Compound	41	42	43	44	45	46	47	48
Bcl-xL primary	6	7	4	-3	7	8	3	-5
GRK2 aptamer HTS	0	0	3	3	0	0	1	0
CR mimetic SO	107	95	89	105	100	96	98	92
MEX-5 binding	1.4	.	0.5	-0.9	1.9	-0.1	-2.9	-0.7
MCL1 BIM primary	4	5	5	-3	10	2	1	4
VLA-4 inh	20	14	13	-11	-16	0	10	9
AGP1-GFP MLPCN	101	105	99	104	99	110	104	101
CIT2 TOR yeast	.	102	114	100	90	99	110	100
GLD-1 TGE inh	-2	5	2	0	-3	7	3	-1

[49] CN(C)/C=N/C(=S)Nc1ccccc1Cl
[50] Cn1c(SCc2nnc(-c3ccccc3)o2)nc2ccccc21
[51] C#CCOCCOCCOCCNc1nc(N2CCN(C(=O)[C@H](CCCCN)n3cc([C@@H](N)CC(C)C)nn3)CC2)nc(N2CCN(C(=O)[C@H](Cc3cc4ccccc4[nH]3)n3cc([C@@H](N)Cc4ccc(O)cc4)nn3)CC2)n1
[52] COc1cc(C=O)ccc1OCC(=O)N1CCCC1
[53] Cc1ccccc1C(=O)Nc1ccc(N2CCN(C)CC2)nc1
[54] COc1ccccc1NC(=O)Nc1nc2ccc(S(N)(=O)=O)cc2s1
[55] CC1CCN(S(=O)(=O)c2ccc(NC(=O)CCN3C(=O)c4ccccc4C3=O)cc2)CC1
[56] O=C(CSc1nnnn1-c1ccccc1)c1ccc(O)cc1O

Compound	49	50	51	52	53	54	55	56
Bcl-xL primary	0	-18	0	2	5	9	2	4
GRK2 aptamer HTS	3	0	.	0	0	2	1	1
CR mimetic SO	105	98	.	98	105	105	103	97
MEX-5 binding	-1.0	3.2	0.3	-2.1	-0.1	-1.6	-1.0	-2.4
MCL1 BIM primary	2	-1	-2	-5	3	10	1	10
VLA-4 inh	20	-5	.	0	-11	5	8	3
AGP1-GFP MLPCN	98	96	.	95	105	97	106	105
CIT2 TOR yeast	96	83	.	100	97	103	98	113
GLD-1 TGE inh	5	3	7	5	-1	-1	5	10

[57] CCOC(=O)C1CCCN(C(=O)Nc2ccccc2)C1 (centres undefined)
[58] Cc1ccc(S(=O)(=O)N2CCN(C(=O)CSC3CCCC3)CC2)c(C)c1
[59] CN(CCOc1ccccc1)CC(=O)Nc1ccc(Cl)cc1[N+](=O)[O-]
[60] CC(Sc1ccc(S(=O)(=O)N(C)C)cn1)C(=O)NC1CCCC1 (centres undefined)
[61] CCC(Cc1ccccc1)NC(=O)c1cc(S(=O)(=O)N2CCCCC2)c[nH]1 (centres undefined)
[62] C#Cc1cccc(C(=O)N2CCCC(C(=O)c3ccc(OC)cc3C)C2)c1 (centres undefined)
[63] CCC(NC(=O)C1CCCO1)c1ccccc1 (centres undefined)

Compound	57	58	59	60	61	62	63
Bcl-xL primary	-2	6	6	5	0	4	-2
GRK2 aptamer HTS	0	0	0	3	0	5	0
CR mimetic SO	100	102	110	75	97	123	103
MEX-5 binding	-1.4	-0.4	3.3	.	0.2	-0.8	0.9
MCL1 BIM primary	0	4	0	6	-5	-3	5
VLA-4 inh	-10	13	-2	17	37	5	-5
AGP1-GFP MLPCN	92	101	105	109	104	94	97
CIT2 TOR yeast	86	96	99	104	96	91	101
GLD-1 TGE inh	-4	4	-7	6	2	4	0
